# Bioassay records deposited in PubChem BioAssay by several laboratories.
# Yeast growth inh – chemicals that inhibit yeast BB579 growth in restrictive medium (lifespan-shortening candidates); S. cerevisiae BB579 growth, OD615, 48 h; inhibition, % at 10 µM; actives 0.51% (n = 140,000); AID 804;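 active = inhibition above a set limit, 3 SD over the mean compound inhibition, cut at about 44% in these data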; note: inactives centre near -24
#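 System: Saccharomyces cerevisiae DeaD strain BB579, replicative lifespan model yeast. Buffer or medium: restrictive glucose-based CSMM-D medium. Doses: one dose, 10 µM compound with 0.25% DMSO. Timing: 4 h preincubation and 48 h exposure at 30 °C. Detection: turbidity as optical density at 615 nm. Benchmarks: amphotericin B 10 µg/mL, positive.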
# bCat KO growth – beta-catenin-lacking colon tumor cell growth suppression; HCT116 beta-catenin knockout viability, CellTiter-Glo, 60 h; stronger effect = lower value; viability, % at 10 µM; actives 1.5% (n = 140,000);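 active = viability at or under a set limit, the compound median less 4 SD, cut at about 6% in these data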;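 note: 0% = Hyamine 1622 control at 20 µM and 100% = untreated cell control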
# MRP-1 activ – activators of MRP-1; viability increase, % at 10 µM; actives 0.61% (n = 140,000); AID 799; H69AR cells + doxorubicin, viability rescue, CellTiter-Glo;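 active = viability gain under doxorubicin at or above a set limit, the compound median plus 3 SD, cut at about 4.7% in these data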;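 note: MRP-1 overexpressing cells given doxorubicin 25 µM after compound pretreatment; 18-22 h compound pretreatment then 72 h with doxorubicin before readout; 0% = doxorubicin-only wells and 100% = vehicle-treated cells without doxorubicin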
# E-sel TNF inh – TNF alpha driven E-selectin expression inhibition | HUVEC TNFa-induced E-selectin immunofluorescence, high content | inhibition, % at 2 µM | actives 0.71% (n = 120,000) | AID 1246;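 active = inhibition above the batch mean plus 3 SD, and confirmed as a hit on visual image review, cut at about 43% in these data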;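 note: 0% = TNF-stimulated DMSO wells and 100% = unstimulated control wells; not every result past the cut was called active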
# NPY Y2 blocker – blocks the human neuropeptide Y Y2 receptor; P49146; NPY-Y2 expressing cells, antagonist mode; inhibition, % at 2.7 µM; actives 0.99% (n = 140,000); in the data active = inhibition above about 17%;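 note: 0% = vehicle with agonist challenge and 100% = reference antagonist with challenge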
# Target sequence (P49146 whole entry, looked up): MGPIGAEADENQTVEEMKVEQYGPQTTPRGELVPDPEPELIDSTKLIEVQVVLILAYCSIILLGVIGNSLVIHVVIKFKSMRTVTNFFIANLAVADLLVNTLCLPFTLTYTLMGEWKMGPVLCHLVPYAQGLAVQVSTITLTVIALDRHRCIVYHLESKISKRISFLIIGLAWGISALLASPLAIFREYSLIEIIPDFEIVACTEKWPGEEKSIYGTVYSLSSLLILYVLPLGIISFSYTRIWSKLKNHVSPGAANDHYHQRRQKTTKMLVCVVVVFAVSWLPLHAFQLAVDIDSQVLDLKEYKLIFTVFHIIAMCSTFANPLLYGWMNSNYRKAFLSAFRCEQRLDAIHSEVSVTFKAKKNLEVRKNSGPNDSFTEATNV
# GALR2 antag – blocks the human galanin receptor 2. O43603. GALR2-expressing cells, antagonist mode. inhibition, % at 4 µM. actives 0.39% (n = 140,000). AID 828; in the data active = inhibition above about 27%;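 note: cells stimulated with galanin 1-16 at roughly its EC80; 0% = agonist challenge control and 100% = basal control without agonist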
# Target sequence (O43603 whole entry, looked up): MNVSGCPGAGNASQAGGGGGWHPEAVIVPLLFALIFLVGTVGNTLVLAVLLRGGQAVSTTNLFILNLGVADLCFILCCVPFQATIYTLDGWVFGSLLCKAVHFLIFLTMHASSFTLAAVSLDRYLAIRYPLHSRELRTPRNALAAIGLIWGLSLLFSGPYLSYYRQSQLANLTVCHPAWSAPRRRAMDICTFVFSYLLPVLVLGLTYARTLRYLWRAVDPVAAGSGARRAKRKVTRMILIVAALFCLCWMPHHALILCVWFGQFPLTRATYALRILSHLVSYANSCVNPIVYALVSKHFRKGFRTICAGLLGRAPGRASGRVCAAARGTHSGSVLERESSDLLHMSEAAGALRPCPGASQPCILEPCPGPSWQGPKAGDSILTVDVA
# HCT116 PTEN-null – PTEN-deleted cell growth suppression; HCT116 PTEN-null viability, CellTiter-Glo, 60 h; stronger effect = lower value; viability, % at 10 µM; actives 1.2% (n = 140,000); AID 827;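 active = viability at or below a set limit, 4 SD under the median of all tested compounds, cut at about 3.7% in these data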;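 note: PTEN knockout HCT116 line with beta catenin targeted HCT116 as companion control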
# Yeast life ext – yeast lifespan extension. S. cerevisiae growth with nicotinamide, OD615; deaD strain in restrictive glucose medium. inhibition of the nicotinamide effect, % at 10 µM. actives 0.68% (n = 130,000). AID 775;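 active = inhibition above a set limit, placed 3 SD over the median of all compounds, cut at about 26% in these data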;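 note: 0% = nicotinamide-treated wells and 100% = cells grown without nicotinamide; some compounds called inactive have numbers as strong as hits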
#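 Measured by: optical density (absorbance) at 615 nm; System: modified budding yeast, DeaD strain; Medium: restrictive CSMM-D dextrose medium; Timing: 4 h preincubation then 48 h treatment at 30 °C.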
# Phagocytosis inh – macrophage phagocytosis inhibition | J774A.1 macrophage IgG-bead phagocytosis, imaging | inhibition, % at 5 µM | actives 0.07% (n = 110,000) | AID 1029;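 active = inhibition above the mean of the plate negative controls plus 5 SD, cut at about 13% in these data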;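 note: phagocytic index as fraction of beads internalized from green versus red external bead signal; plate controls were DMSO negative control for no effect and cytochalasin-D positive control for full effect; some results beyond the cut were filed as inactive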
# Measles CPE – protection of cells from measles virus; Measles virus-infected cells, CPE protection, absorbance; protection (pct of control), % at 4 µM; actives 1.5% (n = 140,000); AID 841; in the data active = protection mostly above about 24%, no sharp cut-off; inactive = mostly below about 26%; note: some compounds called inactive have numbers as strong as hits
# An asterisk follows results filed as active; . = not tested or not shown.
# Every second line gives: bCat KO growth	GALR2 antag	Measles CPE	Yeast growth inh	MRP-1 activ	Yeast life ext	E-sel TNF inh	Phagocytosis inh	NPY Y2 blocker	HCT116 PTEN-null
O=C1c2cccc3cccc(c23)C(=O)N1c1cccnc1
  102.5	4.3	2.4	48.8*	2.6	-31.1	2.2	-1.7	9.5	111.0
Cc1ccc(S(=O)(=O)N2CCCC2C(=O)N(C)Cc2cccs2)cc1 (configuration not stated)
  98.2	-2.8	.	-21.3	-1.5	-11.3	-20.2	0.5	2.0	91.7
Cc1c(NC(=O)COC(=O)c2ccc[nH]c2=O)c(=O)n(-c2ccccc2)n1C
  93.5	9.8	8.5	-43.0	2.5	-0.2	.	-8.8	3.0	90.2
COc1ccc(C(=O)c2ccc(N3CCN(C4CC(=O)NC4=O)CC3)cc2)cc1F (configuration not stated)
  88.5	-4.1	2.0	-17.0	-1.4	-10.8	-24.2	-0.2	2.7	107.0
Cc1ccc2nc(-c3ccccn3)cc(C(=O)NC3CCN(C)CC3)c2c1
  86.2	-7.4	67.3*	5.0	-3.0	-19.4	23.0	-0.8	7.7	86.8
Cc1cc(C)nc(NC(=O)/C=C/c2ccc3c(c2)OCO3)c1
  95.2	4.0	3.5	-14.7	-1.9	-3.7	.	3.6	2.1	92.5
COc1ccc(CNC(=O)CN(Cc2ccc(C)cc2)S(=O)(=O)c2ccc(Cl)cc2)cc1
  94.8	12.5	12.9	-32.8	-1.4	-8.1	4.1	-0.7	12.2	77.3
CCOC(=O)Cn1cnc2c(nnn2-c2ccc(C)cc2)c1=O
  114.2	-7.1	9.0	-19.6	-0.2	-4.2	.	-3.5	2.5	95.8
COC(=O)c1ccc(Oc2nc(C(N)=O)cc(-c3ccccc3)n2)cc1
  21.9	-0.5	6.0	-57.1	-3.5	-27.0	-3.0	-0.5	3.9	8.6
CCOC(=O)c1cc(-c2cccs2)nn1CCC#N
  95.7	-7.5	6.1	-27.5	-0.6	-9.2	0.5	1.4	-2.5	91.8
Nc1ncc(-c2cc3ccccc3oc2=O)s1
  92.5	6.0	3.5	9.4	-0.9	-13.2	13.0	0.1	1.0	84.5
Cc1nc(SCc2ccccc2)c(C(F)(F)F)c(=O)[nH]1
  105.5	-1.4	5.8	-2.7	-3.3	-6.6	-5.4	0.0	3.5	98.9
CCCCCCC(=O)Nc1nc(C)c(-c2csc(Nc3cc(Cl)ccc3OC)n2)s1
  77.8	-10.4	4.7	-31.4	0.2	-27.3	1.9	2.2	6.1	70.7
Cc1cc(C)cc(C(=O)Oc2coc(CSc3nnc(NC(=O)C4CC4)s3)cc2=O)c1
  89.0	-1.7	7.3	-10.9	1.3	-4.2	61.1*	-6.2	3.4	98.6
COCC(C)OC(=O)c1c(N)n(CC(C)C)c2nc3ccccc3nc12 (configuration not stated)
  88.8	8.3	16.9	-66.8	-2.5	-6.2	-13.5	0.4	9.8	95.2
O=C1OC(c2cccs2)=N/C1=C\c1ccc(-c2ccccc2Cl)o1
  96.0	9.0	20.9	-19.0	-1.6	-5.1	-7.9	-1.2	4.8	96.7
Cc1nc2ccccc2c2c1C(=O)N(Cc1cccnc1)C2=O
  97.4	-13.8	14.1	-16.1	0.4	-11.1	.	-0.5	1.7	98.5
CCc1ccc(-c2cc(C(F)(F)F)n3nc(C(=O)Nc4c(C)nn(Cc5ccc(F)cc5)c4C)cc3n2)s1
  71.6	-14.2	-0.1	-50.8	0.2	8.8	-9.2	-0.7	4.3	59.4
COc1cc(/C=C/C(=O)Nc2nnc(CC(C)(C)C)s2)cc(OC)c1OC
  72.1	1.9	12.2	-8.3	-4.5	1.9	.	-7.0	2.7	81.5
COc1ccc(/C=C/C(=O)Oc2ccc(/C=N/NC(=O)c3ccccc3)cc2)cc1OC
  21.9	8.9	26.7	-26.6	-5.5	-4.8	.	-6.9	0.3	57.6
CCN(CC)CCCC(C)NC1=NCCCCC1 (configuration not stated)
  96.7	3.7	19.2	-23.9	0.1	-3.1	23.8	-1.4	1.0	108.0
Cc1ccc(C(=O)OCc2cn3ccccc3n2)cc1
  103.6	14.6	8.7	-6.9	0.3	-12.5	-35.6	0.0	-0.6	98.5
CCOC(=O)C1CCCN(c2c(NCCN3CCCCC3CC)c(=O)c2=O)C1 (configuration not stated)
  92.2	-3.3	0.2	4.1	-0.3	-5.8	.	-0.5	0.9	83.2
COc1ccc(-c2csc(NC3=NCCCCC3)n2)cc1
  70.9	7.8	2.4	-26.2	-1.1	-3.9	.	-6.3	3.5	78.9
CC1(C)NC(=O)N(CC(=O)OCC(=O)Nc2cc(S(=O)(=O)N3CCCCC3)ccc2Cl)C1=O
  84.2	3.2	22.9	-29.4	-3.4	0.5	1.6	-2.3	10.2	76.1
CC(C)CC(=O)Nc1ccccc1N1CCCC1
  94.5	-21.3	8.7	-17.9	-2.1	0.3	4.8	-10.7	1.9	90.7
CC(=O)Nc1ccc(S(=O)(=O)Nc2nnc(C3CCCCC3)s2)cc1
  103.0	-3.9	7.7	-29.4	-1.4	-10.0	.	-0.3	2.3	98.1
CCOCCCN1C(=O)CN(C2CCCCC2)C(=O)C1c1ccc(OC)c(OC)c1 (configuration not stated)
  101.7	1.2	20.6	-33.4	-1.5	-5.6	-29.9	0.3	2.0	103.8
CCSCCNC(=O)c1cc(-n2cnnc2)ccc1Cl
  95.5	-1.5	4.2	-33.8	-0.5	0.8	18.1	-0.9	1.8	97.0
O=C(NCc1ccco1)c1cc(S(=O)(=O)N2CCCc3ccccc32)ccc1Cl
  79.2	-6.3	9.1	3.6	-2.5	0.7	-7.5	-0.4	2.3	79.7
CCOc1ccc(NC(=O)C(C)Sc2nnc(C)n2C)cc1 (configuration not stated)
  96.3	-7.0	7.0	20.7	-0.6	-10.9	.	-0.8	3.5	101.1
C(=C\CSc1nnnn1-c1ccccc1)/CSc1nnnn1-c1ccccc1
  98.2	-8.0	11.0	-40.4	-3.2	-0.5	14.1	-3.4	7.8	87.6
CN(C)S(=O)(=O)N(CC(=O)N(Cc1ccccc1)Cc1ccccc1)c1ccccc1
  70.6	-19.4	16.0	-29.8	-3.1	1.7	7.5	-3.5	16.0	75.0
COc1ccc(/C=N/NC(=O)CCC(=O)Nc2ccccc2)cc1OC
  87.3	11.3	16.6	-26.7	-0.6	0.0	.	3.9	0.6	99.3
Cc1cc(C)n(-c2ccc(C(=O)NCc3ccc4c(c3)OCO4)cc2)n1
  102.3	20.4	7.7	-45.1	-1.6	-1.4	-6.6	-1.0	3.6	110.2
CC(=O)Nc1cccc(Oc2ccc(-c3noc(C)n3)cc2)c1
  94.3	-3.4	4.4	-13.1	-0.9	-19.0	14.0	-1.9	3.0	94.4
CN1CCN(C(=S)c2ccc(OCC(=O)Nc3cccc(C(F)(F)F)c3)cc2)CC1
  51.3	11.3	7.8	-12.3	-3.7	.	.	.	-0.2	65.2
Cc1ccc(Cn2c(SCC(N)=O)nc3c2c(=O)n(C)c(=O)n3C)cc1
  89.0	-0.5	8.6	-32.2	-2.3	-5.2	-0.9	-0.8	-0.6	90.4
O=C(Cc1ccccc1[N+](=O)[O-])Nc1ccc2c(c1)OCCO2
  98.2	4.2	9.6	-10.0	-2.5	-5.7	18.6	3.2	3.5	97.3
O=c1c2ccccc2nc(SCc2nc3ccccc3s2)n1Cc1ccco1
  70.8	3.7	.	-59.0	-1.8	-4.4	-25.5	.	7.9	68.7
NC(=O)C(c1ccccc1)C1CCCC1 (configuration not stated)
  94.3	7.8	8.9	-34.6	1.8	-2.8	-13.2	-1.6	4.1	109.6
CCOc1ccc(C)cc1S(=O)(=O)NC1CCCCC1
  104.5	-14.4	25.8	6.3	-2.2	-6.8	-10.0	-3.0	3.4	94.7
CN(CCCC(=O)Nc1ccncc1)S(=O)(=O)c1ccc(Cl)cc1
  38.4	19.5	5.6	-25.6	-1.5	5.1	-5.9	1.7	0.5	44.9
CCCCc1c(O)nc(SCC(=O)NCC2CCCO2)[nH]c1=O (configuration not stated)
  86.2	3.3	5.6	-11.9	-2.0	-4.8	-29.4	-0.1	1.5	92.9
CC(=O)c1c(C)[nH]c(C(=O)COC(=O)CNS(=O)(=O)c2ccccc2)c1C
  101.9	0.1	21.7	-10.4	-0.8	-10.6	15.3	-0.3	-0.7	95.1
COc1cccc(NC(=O)N2CCN(c3ccc(C(F)(F)F)cn3)CC2)c1
  86.0	-5.9	3.7	-39.4	-0.1	0.5	.	-4.5	1.1	81.7
C=CCn1c(SCC(=O)NCCCC)nc2scc(-c3ccco3)c2c1=O
  84.9	-5.8	8.6	-10.5	-2.5	-1.7	-0.3	.	-2.0	96.7
CC(=O)c1c(C)[nH]c(C(=O)OCn2nnc3ccccc3c2=O)c1C
  73.2	-9.8	9.9	-51.4	-1.2	-1.0	.	-0.3	-0.1	88.5
CCOCCCNC(=O)CSc1ccccc1
  104.0	1.4	17.6	-20.5	-1.2	-6.7	3.2	-0.1	6.6	105.2
Cc1ccc(-c2nn(-c3ccccc3)cc2/C=C(\C#N)c2cccc(C#N)c2)o1
  70.6	16.1	4.4	-43.5	0.5	-0.8	-10.6	-2.8	-0.1	76.1

# Continuation:
# Every second line gives: bCat KO growth	GALR2 antag	Measles CPE	Yeast growth inh	MRP-1 activ	Yeast life ext	E-sel TNF inh	Phagocytosis inh	NPY Y2 blocker	HCT116 PTEN-null
COc1cc2oc(=O)cc(C)c2c(OC)c1OC
  105.1	9.1	23.7	-10.7	-0.9	-4.0	.	-2.4	-0.3	97.3
O=C(NCc1ccco1)Nc1cccs1
  92.3	5.0	6.6	-10.0	-1.0	-10.2	-28.1	.	1.9	93.9
COc1ccc(CN2CNc3c(c(=O)n(C)c(=O)n3C)C2)cc1
  97.2	-3.8	4.0	-42.9	-1.6	4.8	10.1	-2.6	2.4	108.1
O=C(CSc1nc2c(cnn2-c2ccc(F)cc2)c(=O)[nH]1)N1CCCCC1
  99.6	-0.7	10.2	-36.4	-3.8	-10.9	.	-0.6	-0.5	96.2
Cc1ccc(C(=O)Nc2ccccc2C(=O)NCc2ccccc2)cc1
  87.3	-3.8	13.8	-9.6	-1.6	-5.2	.	-2.8	8.2	79.0
COc1ccc(C2=NOC3(CC(=O)N(c4ccc(Cl)cc4)C3=O)C2)c(OC)c1 (configuration not stated)
  92.3	-2.0	12.4	10.3	-2.2	-4.3	-6.2	4.8	6.5	89.0
CCCNc1nc(N2CCOCC2)nc(N2CCOCC2)n1
  96.5	6.3	8.1	-47.3	-2.6	-18.3	-15.3	-0.9	-0.1	104.0
O=C(CSc1nc2ccccc2o1)Nc1ccccc1N1CCCCCC1
  73.9	-2.1	1.1	-53.7	1.6	-15.7	38.8	.	3.7	72.6
O=C(CSc1nnc(-c2ccc(F)cc2)c2ccccc12)Nc1c(F)cccc1F
  73.7	5.8	36.9*	-39.9	-4.7	13.7	-2.1	-2.7	4.3	64.3
S=c1[nH]nc(COc2ccc3c(c2)OCO3)n1-c1ccccc1
  92.7	2.7	16.2	-22.4	-2.4	-9.8	-34.5	-1.2	0.8	99.8
